MsrA inhibitor: bovine MsrA enzyme inhibitors, primary screen, biochemical, absorbance, HTS. Methionine sulfoxide reductase A (Bos taurus). purified bovine MsrA, absorbance read-out. inhibition, % at 15.5 µM. 360,000 compounds, 0.75% hits; in the data active = inhibition above about 4.5%;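 note: 0% = vehicle wells with enzyme and 100% = reference inhibitor wells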
Rin1-Abl PPI inh: inhibitors of Rin1-Abl protein binding, primary screen, biochemical, TR-FRET | Tyrosine-protein kinase ABL1 (Homo sapiens) + Ras and Rab interactor 1 (Homo sapiens), … | inhibition, % at 7.35 µM | 360,000 compounds, 0.4% hits; in the data active = inhibition above about 5%, passing the limit was not always enough
MsrA act: bovine MsrA enzyme activators, primary screen, biochemical, absorbance, HTS. purified bovine MsrA, absorbance read-out. 360,000 compounds, 0.3% hits. AID 602163, 2012. activation, % at 10.6 µM. Methionine sulfoxide reductase A (Bos taurus); in the data active = activation above about 7.5%;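 note: 0% = vehicle and 100% = reference activator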
E coli Lon inh: inhibitors of E. coli Lon protease, primary screen, biochemical, fluorescence polarization. P0A9M0. purified E. coli Lon protease. inhibition, % at 7.94 µM. 360,000 compounds, 0.42% hits; in the data active = inhibition above about 13%, passing the limit was not always enough;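 note: 0% = enzyme with probe and DMSO and 100% = no enzyme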
CSN deneddyl inh: inhibitors of CSN-mediated cullin deneddylation, primary screen, biochemical, fluorescence polarization, uHTS; Purified CSN, SCF-Nedd8-OG deneddylation; 360,000 compounds, 0.38% hits; inhibition, % at 12.5 µM;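 active = pattern-corrected inhibition above about 35%, with an unprinted fluorescence ratio check between 0.5 and 1.5, limit read from the data, passing the limit was not always enough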;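 note: 0% = enzyme with substrate and 100% = substrate without enzyme; some results filed as inactive read as strong as hits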
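Assay system: purified human Csn5 enzyme expressed in HEK293T cells; Input: 0.24 nM Csn5 enzyme, final concentration; Reagent: 10 nM SCFSkp2-Nedd8OG; Compound dosing: 12.5 µM single point; Times: reaction 90 min, room temperature; Technique: fluorescence polarization readout.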
MLLE-PAM2 inh: inhibitors of PABP1 MLLE–PAM2 peptide binding, primary screen, biochemical, fluorescence polarization, FITC-PAM2, GST-MLLE. Polyadenylate-binding protein 1 (Homo sapiens), P11940. inhibition, % at 20 µM. 360,000 compounds, 0.36% hits; in the data active = inhibition above about 35%, passing the limit was not always enough;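 note: plate controls were DMSO wells with GST-MLLE for no effect and wells lacking GST-MLLE protein for full effect; some results filed as inactive read as strong as hits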
Rpn11 inh: Rpn11 (PSMD14) deubiquitinase inhibitors, primary screen, biochemical, fluorescence polarization, uHTS | 26S proteasome non-ATPase regulatory subunit 14 (Homo sapiens), O00487 | human 26S proteasome, Ub4-pepOG fluorescence polarization; 20S core pre-blocked with epoxomicin | calls only at 20 µM | 360,000 compounds, 0.59% hits | AID 588493, 2011;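 active = inhibition at 20 µM, scaled to each plate's controls, above about 33%, limit read from the data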
FAS-TE inh: FAS thioesterase domain inhibitors, primary screen, biochemical, fluorescence intensity, uHTS. 360,000 compounds, 0.67% hits. Fatty acid synthase (Homo sapiens), P49327. inhibition, % at 15 µM. recombinant FAS-TE, OMFH fluorogenic substrate, fluorescence endpoint;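 active = compounds whose normalised, plate-corrected inhibition of enzyme fluorescence in the single-dose primary screen is 50% or more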;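 note: 0% = DMSO with enzyme and 100% = substrate without enzyme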
MT1-MMP act inh: blockers of MT1-MMP proenzyme processing, primary screen, HT1080 RFP-PRO-GFP cells, GFP/RFP fluorescence; Matrix metalloproteinase-14 (Homo sapiens), P50281; GFP/RFP ratio fluorescence, overnight; percent of plate control window, DMSO zero; GFP/RFP ratio change, % at 20 µM; 360,000 compounds, 0.061% hits; AID 651647, 2012;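 active = GFP/RFP ratio change of at least 30% with cell ATP level not reduced by more than half and red fluorescence within 50% of control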; note: strong numbers were not always called active
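Read-out: GFP/RFP fluorescence ratio; Test system: RFP-PRO-GFP reporter HT1080 cells; Compound dosing: single-point 20 µM compound, 1% DMSO; Times: overnight compound exposure at 37 °C.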
The depositor's hits bear a star; i = inactive; nt = not tested or not shown.

SMILES | MsrA inhibitor | Rin1-Abl PPI inh | MsrA act | E coli Lon inh | CSN deneddyl inh | MLLE-PAM2 inh | Rpn11 inh | FAS-TE inh | MT1-MMP act inh
O=C(c1ccccc1)c1nc[nH]c1C(=O)Nc1ccccc1 | -0.2 | 3 | 0 | -5 | -1 | -2 | i | 1 | 2
CCCC(C)C(=O)Nc1ncc(S(=O)(=O)c2ccc([N+](=O)[O-])cc2)s1 (configuration not stated) | 1.0 | 2 | -2 | -9 | -2 | 11 | i | 26 | -5
O=C(Nc1cccc2nsnc12)C1CC(=O)N(c2ccccc2)C1 (configuration not stated) | 0.4 | 10* | -5 | -14 | 6 | -12 | i | -1 | 4
COCCCNC(=O)CN1C(=O)/C(=C/c2ccccc2)Sc2ccccc21 | 1.4 | -3 | -2 | 0 | 0 | 8 | i | 1 | 3
CCCOc1ccc2nc(C)c(CCC)c(SC(=N)N)c2c1 | -1.5 | 1 | 0 | 4 | 6 | 25 | i | 5 | 3
C=CCn1c(SCc2nc3ccccc3[nH]2)nnc1-c1ccncc1 | 1.6 | 3 | -9 | -17 | 1 | -47 | i | -12 | -12
COc1cc(NS(=O)(=O)c2ccc(NC(=O)COc3cccc(C)c3)cc2)nc(OC)n1 | 0.6 | 3 | -2 | 3 | -2 | 2 | i | 0 | 1
NS(=O)(=O)c1ccc(CCNC(=O)CCCn2ncn3c(cc4occc43)c2=O)cc1 | -0.2 | -1 | -1 | 2 | -2 | -1 | i | -7 | 2
Cc1onc(-c2ccccc2)c1C(=O)N1CCN(c2ncccc2C(F)(F)F)CC1 | -0.7 | 0 | -1 | -6 | -1 | -3 | i | 6 | 1
O=C(Cn1nc(C(F)F)cc1C1CC1)N1CCCC1 | 0.9 | 3 | 5 | -1 | 0 | 1 | i | -5 | 0
O=C(NC1CCN(c2ncccn2)CC1)c1cccc(F)c1 | -0.4 | 0 | -2 | -4 | -2 | 7 | i | -5 | 0
CC(=O)Oc1ccc2ccccc2c1C(NC(=O)Cc1ccccc1)c1ccc(Cl)cc1 (configuration not stated) | 1.2 | 4 | 0 | -3 | -4 | 4 | i | 7 | -39
CC(C)Cc1ccc(C(C)C(=O)Nc2ncccn2)cc1 (configuration not stated) | -0.7 | -1 | 0 | 12 | 4 | 8 | i | 0 | -6
CCOC(=O)C1CCN(S(=O)(=O)c2ccc(-c3ccc(=O)[nH]n3)o2)CC1 | 1.7 | 2 | -3 | -5 | -4 | 5 | i | 3 | -3
CCS(=O)(=O)N1CCC(C(=O)NCc2ccc(F)cc2)CC1 | 1.6 | 3 | 0 | 2 | -3 | 3 | i | -1 | 3
Cc1cccc(NC2(C(=O)O)CCCC2)c1 | 1.0 | 0 | -1 | -20 | 2 | 1 | i | 0 | -6
O=C(NCc1cccs1)c1ccc2sc([C@H]3C[C@H](O)[C@@H](CO)O3)nc2c1 | 1.1 | 0 | -4 | -5 | 2 | 19 | i | -11 | 0
Cc1cc(C)cc(N(CC(=O)Nc2ccccc2C(=O)N2CCOCC2)S(C)(=O)=O)c1 | -0.7 | -3 | 9.2* | 8 | -4 | 10 | i | -6 | -1
NC(=O)c1ccc(NC(=O)CSc2nnc(-c3ccc4c(c3)OCO4)o2)cc1 | 0.0 | -1 | -3 | 2 | 0 | 3 | i | -4 | 4
COc1ccccc1C#Cc1cnc2c(c1)C(=O)N([C@H](C)CO)C[C@H](C)[C@@H](CN(C)S(=O)(=O)c1cn(C)cn1)O2 | 0.2 | 1 | -8 | 2 | -2 | -5 | i | -5 | 0
O=C1CSC(=S)N1c1cccc(Cl)c1 | -1.4 | 2 | -11 | -9 | 1 | 27 | i | -2 | nt
CCC(C)NC(=O)c1ccc(CSCc2cccc(F)c2)o1 (configuration not stated) | 0.2 | -1 | -3 | -2 | -1 | 11 | i | 2 | -2
COc1cc(OC)cc(-c2c(C#Cc3ccsc3)c3cc(-c4cnc(OC)nc4)ccc3n2C)c1 | 0.7 | 0 | -2 | -5 | 2 | 8 | i | 29 | -4
Cc1cccc(N2C(=O)C(O)=C(C(=O)c3cccs3)C2c2ccc(Cl)cc2)n1 (configuration not stated) | 0.8 | -4 | -3 | -1 | -4 | 13 | i | 2 | -2
Cc1ccc(S(=O)(=O)NC2=NCN(C3CCN(Cc4ccccc4)CC3)CN2)cc1 | -0.9 | -2 | 0 | 2 | 4 | 8 | i | -1 | -6
CC(=O)c1cc2c(cc1NC(=O)CN1Cc3ccccc3C1=O)OCO2 | -1.0 | -2 | -4 | 2 | 1 | 12 | i | -3 | -3
Cc1ccc(C(=O)NC2CCN(Cc3ccccc3)CC2)cc1S(=O)(=O)N1CCOCC1 | -2.0 | 2 | -3 | -5 | 1 | 0 | i | -5 | 6
COc1cccc(CN(C)C(=O)CCNC(=O)c2ccco2)c1 | 2.1 | 0 | -2 | -5 | 0 | 7 | i | -7 | -2
CCOC(=O)c1c(C)[nH]c(C(=O)COC(=O)c2ccc(O)cc2)c1C | -0.7 | -3 | 1 | -5 | 6 | -10 | i | -2 | -9
CCCCN=C(C)c1c(O)c2ccccc2oc1=O | 1.4 | -2 | -1 | 1 | 0 | 8 | i | -1 | 6
CCO[C@@H]1OC(C(=O)NCc2ccccc2)=C[C@H](c2coc3ccccc3c2=O)[C@H]1CCCO | 0.2 | 1 | -2 | -5 | -1 | 3 | i | -4 | 11
COc1ccc(S(=O)(=O)N2CCOCC2)cc1NC(=O)COc1ccccc1 | 1.8 | -1 | -2 | -18 | -2 | -6 | i | 2 | -1
CCCCCCCCCCCCN1[C@@H](CC(=O)O)c2cc(F)ccc2S1(=O)=O | -0.1 | 2 | -1 | -14 | 4 | -3 | i | 59* | 2
CCCS(=O)(=O)NCCc1csc(-c2ccc(OC)c(OC)c2)n1 | 1.0 | 0 | -5 | 2 | -6 | 8 | i | -4 | 1
Cc1ccc2cc(C#N)c(NCCNC(=O)C3CCC3)nc2c1C | 0.3 | -9 | -3 | -5 | 2 | 9 | i | -3 | -1
COc1ccccc1CN1CC(C(=O)N(C)CCc2ccccn2)CCC1=O (configuration not stated) | 0.7 | 0 | -2 | 14 | 0 | 0 | i | -7 | 3
COCc1cc(CN2CCN(CCCc3ccccc3)C(CCO)C2)ccc1OC (configuration not stated) | 0.5 | -2 | -2 | -11 | -3 | -3 | i | -4 | 2
CC(=NNC(=O)CSCC(=O)NN=C(C)c1ccccc1)c1ccccc1 | -0.5 | 0 | -1 | 6 | -3 | 5 | i | -1 | 0
CSc1nc2ccc(Br)cc2[nH]1 | -0.3 | 2 | -2 | -6 | 5 | -22 | i | -1 | 1
Cc1ccc2c(c1)sc[n+]2Cc1ccccc1 | 1.6 | 2 | -8 | 0 | 0 | 38* | i | -4 | -3
COC(=O)c1c(C(=O)OC)c2n(c1C)CCS2 | -0.6 | -1 | -5 | 7 | -8 | 4 | i | -3 | 0
Oc1ccc(/C=N/N2CCCCC2)c(O)c1 | 0.0 | 3 | -10 | 0 | 0 | -2 | i | -3 | 1
Cc1nn2c(NCCOCCO)c3c(nc2c1-c1ccccc1)CCC3 | 2.4 | 2 | -3 | 0 | 105 | 2 | i | 0 | 4
COC(=O)c1ccc(/C=C/C(=O)OCC(=O)c2ccc[nH]2)cc1 | -1.6 | 1 | -2 | -3 | 4 | -11 | i | -6 | 1
COC(=O)C(CCSC)NC(=O)/C=C/c1ccc(OC)cc1 (configuration not stated) | 1.1 | 2 | -4 | -2 | -2 | -1 | i | -2 | -3
O=C1Nc2ccccc2/C1=C/c1ccccc1Cl | -0.4 | 1 | -1 | 7 | 1 | 1 | i | 4 | 1
CC1(C)CC(NC(=O)C(c2ccccc2)c2ccccc2)CC(C)(C)N1 | -0.7 | -2 | 1 | 6 | 1 | 5 | i | -4 | -2
COc1cccc2cc(-c3cc(=O)oc4ccc(O)cc34)oc12 | 17* | -4 | 0 | -4 | 8 | 1 | i | 7 | -5

Next part (three carried over from the part before).
SMILES | MsrA inhibitor | Rin1-Abl PPI inh | MsrA act | E coli Lon inh | CSN deneddyl inh | MLLE-PAM2 inh | Rpn11 inh | FAS-TE inh | MT1-MMP act inh
O=C1Nc2ccccc2/C1=C/c1ccccc1Cl | -0.4 | 1 | -1 | 7 | 1 | 1 | i | 4 | 1
CC1(C)CC(NC(=O)C(c2ccccc2)c2ccccc2)CC(C)(C)N1 | -0.7 | -2 | 1 | 6 | 1 | 5 | i | -4 | -2
COc1cccc2cc(-c3cc(=O)oc4ccc(O)cc34)oc12 | 17* | -4 | 0 | -4 | 8 | 1 | i | 7 | -5
CCOC(=O)N1CCN(C(=O)c2cc3sccc3n2C)CC1 | -0.3 | 1 | -2 | -6 | 7 | 14 | i | -3 | 8
COC(=O)CC(=O)Cc1nc(N)nc(Nc2ccc(C)c(C)c2)n1 | 1.9 | 6 | -9 | 0 | 0 | -1 | i | -9 | 7
COc1ccc(C(=O)Nc2cccnc2Cl)cc1OC | -1.3 | 0 | -3 | -4 | 1 | -9 | i | -5 | -3
Cc1c(NC(=O)CCc2ccccc2)cccc1[N+](=O)[O-] | 0.1 | -1 | -1 | -2 | -22 | 16 | i | 4 | 2
CC1=C(C(=O)NC2CCCc3c2cnn3-c2cccc(C)c2C)OCCO1 (configuration not stated) | -0.1 | 1 | 0 | -8 | -4 | 12 | i | -2 | 6
COc1ccc(C(CNC(=O)c2cccc(S(=O)(=O)N3CCCc4ccccc43)c2)N(C)C)cc1 (configuration not stated) | -0.9 | 3 | -10 | 1 | -5 | 6 | i | 12 | 3
Clc1ccccc1-c1nnc2sc(-c3ccco3)nn12 | 0.8 | -5 | -6 | -5 | 3 | -9 | i | -1 | 0
CCOc1ncccc1C(=O)OCC(=O)N1c2ccccc2CC1C (configuration not stated) | -0.6 | -3 | -6 | 1 | 1 | 8 | i | 3 | -1
O=C(c1cc2ccccn2n1)N1CCN(c2cccc(C(F)(F)F)c2)CC1 | 0.2 | 0 | -1 | -4 | 2 | 0 | i | 5 | 1
CCOC(=O)C1(Cc2cccc(OC)c2)CCN(Cc2cccc(OCC)c2O)CC1 | 1.8 | 0 | -3 | -8 | -7 | 7 | i | -24 | -7
CCCCn1c(-c2ccccc2)nnc1-c1ccccc1 | 0.7 | -2 | -1 | 1 | 2 | -9 | i | -2 | -2
CCC(C)(C)n1nnnc1C(c1cc2cc3c(cc2[nH]c1=O)OCO3)N1CCN(C)CC1 (configuration not stated) | 1.9 | 0 | -2 | 5 | -3 | -5 | i | -4 | 1
O=[N+]([O-])c1cc([N+](=O)[O-])c(Oc2ccc(Cl)c3cccnc23)cc1NN1CCCCC1 | -0.2 | -2 | -3 | 5 | -1 | -1 | i | 34 | 3

Compound activity from PubChem BioAssay.
